# USP2a inh: qHTS Assay for Inhibitors of Ubiquitin-specific Protease USP2a Using CHOP2 as the Reporter; Ubiquitin carboxyl-terminal hydrolase 2 (Homo sapiens), O75604; USP2 core, Ub-CHOP2 coupled fluorogenic reporter, 485/531; Potency, µM (top dose mostly 38.3 µM), for inactives: at the highest dose activity change, negative = inhibition, most hits filed as inhibitors; 330,000 compounds, 0.01% hits; AID 463254, 2010;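 further: potency means the concentration at half of the fitted maximal effect; plate controls were DMSO wells for no effect and full inhibition by NEM control for full effect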
#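 USP2 core (10nM final) preincubated 30min RT with compound in 20mM Tris-HCl pH 8.0, 2mM CaCl2, 2mM beta-mercaptoethanol, 0.05% CHAPS; 25nM Ub-CHOP2 plus 25nM reporter substrate added, fluorescence (Ex485/Em531) read after 60min.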
# TCR activator: Activators of T cell receptors: qHTS campaign; primary human leukocytes, anti-CD3, IL-2 HTRF, 48 h; Potency, µM (titrated, usually from 9.22 µM), for inactives: top-dose activation of IL-2 secretion, usual class: activators; 330,000 tested, under 10 active; further: % of control where 0% means no effect
#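 1) Mix primary human leukocytes, a-CD3 beads and compound. 2) Incubate 48 hr. 3) Add HTRF IL-2 reagents (a-IL-2-K, a-IL-2-d2).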
# hERG WT inh: qHTS for Inhibitors of KCHN2 3.1: Wildtype qHTS. U2OS, BacMam KCNH2, thallium flux FluxOr; stronger effect = lower value. 340,000 compounds, 0.37% hits. activity change, % at 1.84 µM. Voltage-gated inwardly rectifying potassium channel KCNH2 (Homo sapiens), Q12809. AID 720551, 2013;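 active means maximum activity change below -70%; inconclusive means maximum activity change between -70% and -50%; inactive means maximum activity change above -50%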; further: on the % scale 0 is the no-effect control and ±100 the full control effect
#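 U2OS cells were transduced with wild-type KCNH2 virus (2.03 x 10^8 / mL) for 4 h at room temperature, then cultured overnight at 37 C. Thallium flux was read with FluxOr dye. Rate constants were normalized to DMSO controls.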
# A-T KAP1 phos: qHTS Assay for Identifying a Potential Treatment of Ataxia-Telangiectasia | […] A-T fibroblasts, KAP-1 phosphorylation AlphaLISA; neocarzinostatin DNA damage 30 min before lysis | Potency, µM (doses to about 57.5 µM), for inactives: top-dose activation, most hits filed as activators | 320,000 compounds, 0.19% hits | AID 485349, 2010; further: potency means the concentration at half of the fitted maximal effect; % of control where 0% means no effect; nearly all actives have a fitted effect of over 45% in size
#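 ATM-like activity read as KAP-1 phosphorylation via AlphaLISA donor/acceptor antibody pairs after lysis and 6 hr at 25C. Cells were ATM-null patient fibroblasts ([…], hTERT), dosed 60 min, then exposed to the DSB inducer NCS for 30 min.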
# ELG1 DNA repair: qHTS screen for small molecules that inhibit ELG1-dependent DNA repair in human embryonic kidney (HEK293T) cells expressing luciferase-tagged ELG1; HEK293T ELG1-luciferase reporter, luminescence, 16 h; DNA damage induced by 5-fluorouridine; Potency, µM (doses to about 46.1 µM), inactives show at the highest dose activity change, negative = inhibition, most hits filed as inhibitors; 330,000 compounds, 2.3% hits; AID 504467, 2011; further: potency means the concentration at half of the fitted maximal effect; on the % scale 0 is the no-effect control and ±100 the full control effect; nearly all actives have a fitted effect of over 55% in size
#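 Reporter activity after DNA damage by 5-fluorouridine is monitored. Compound-treated cells incubate 16 hr at 37 °C, then ONE-Glo is added for 30 min before luminescence reading.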
# TRPV1 agonist: HTS Assay for Compounds that Act as Agonists of the Vanilloid Receptor 1; activation, % at 8.33 µM; Transient receptor potential cation channel subfamily V member 1 (Homo sapiens), Q8NER1; 320,000 compounds, 0.19% hits; TRPV1-expressing cells, Fluo-8 calcium influx, agonist mode; in the data active means activation above about 80%; inconclusive means between about 30% and that limit; further: 0% is about no effect
#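 Fluo-8 calcium influx in TRPV1-expressing cells, kinetic read (ex 480/em 520 nm). Compound added and read 3 min for agonist activity, followed by capsaicin at EC20 final and 2 min further read for enhancement.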
# Eya2 inh: qHTS Assay for Inhibitors of the Phosphatase Activity of Eya2; 330,000 compounds, 0.006% hits; Potency, µM (series often up to 76.9 µM), without a hit: top-dose activity, negative = inhibition, hits mostly inhibitors; recombinant Eya2, OMFP fluorescence dephosphorylation (OMFP is methylfluorescein phosphate); AID 488837, 2010; further: potency means the concentration at half of the fitted maximal effect; on the % scale 0 is the no-effect control and ±100 the full control effect
# Target sequence (O00167 whole entry, looked up): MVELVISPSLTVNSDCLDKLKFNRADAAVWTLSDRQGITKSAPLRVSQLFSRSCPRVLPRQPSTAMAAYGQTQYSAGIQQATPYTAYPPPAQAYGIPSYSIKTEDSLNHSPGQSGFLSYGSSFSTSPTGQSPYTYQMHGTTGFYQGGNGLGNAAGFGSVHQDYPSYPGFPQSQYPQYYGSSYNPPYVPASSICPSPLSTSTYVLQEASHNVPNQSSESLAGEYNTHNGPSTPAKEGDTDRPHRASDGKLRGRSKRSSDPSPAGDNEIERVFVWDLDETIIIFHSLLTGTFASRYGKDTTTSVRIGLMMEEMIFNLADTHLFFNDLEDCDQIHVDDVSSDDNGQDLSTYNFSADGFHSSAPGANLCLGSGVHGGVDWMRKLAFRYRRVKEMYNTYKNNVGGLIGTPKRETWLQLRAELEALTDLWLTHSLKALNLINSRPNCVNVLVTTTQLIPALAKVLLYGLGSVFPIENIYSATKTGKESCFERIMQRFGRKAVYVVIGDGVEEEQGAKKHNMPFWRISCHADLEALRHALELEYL
#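 Eya2 (0.2 uM) preincubated 10 min at ambient with compound, then OMFP substrate added at 50 uM; 10 min reaction in 50 mM HEPES pH 7.5, 50 mM NaCl, 5 uM MgCl2, 0.05% BSA, 1 mM DTT. Fluorescence read at Ex 485/Em 525 nm.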
# TSHR antag: Antagonists of the Thyroid Stimulating Hormone Receptor: HTS campaign. 330,000 compounds, 0.2% hits. activity change, negative = inhibition, % at 11.5 µM. TSHR-expressing cells, TSH-stimulated cAMP HTRF, 2 h; stronger effect = lower value;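 active means activity change below a set negative limit, meaning inhibition stronger than a set level, cut at about -70% in these data; inconclusive means activity change between two set negative limits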; further: on the % scale 0 is the no-effect control and ±100 the full control effect
#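 TSHR-expressing cells were treated with compounds, then stimulated with TSH at EC80 (4nM final) for 2 hours at 37 deg C. Cellular cAMP was measured by HTRF competition between lysate cAMP and cAMP-d2 for a cryptate-labelled anti-cAMP antibody.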
# Mito fusion act: qHTS Assay for Small Molecule Inhibitors of Mitochondrial Division or Activators of Mitochondrial Fusion. S. cerevisiae fusion-defective mutant growth rescue, CellTiterGlo 48 h. Potency, µM (highest dose often 46.1 µM), for inactives: top-dose growth rescue (activation), most hits filed as activators. 320,000 compounds, 0.23% hits. AID 485298, 2010;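 further: potency means the concentration at half of the fitted maximal effect; % of control where 0% means no effect; nearly all actives have a fitted effect of over 45% in size; temperature-sensitive fusion mutants such as fzo1-1 at 37 °C on non-fermentable ethanol glycerol medium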
#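 S. cerevisiae fusion-defective temperature-sensitive mutants (e.g. fzo1-1, mgm1-5) grown 48 h at 37C in YPEG (ethanol/glycerol non-fermentable) medium with 23 nl compound per well; growth rescue read as CellTiterGlo luminescence.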
# KCNH2 3.1 block: qHTS for Inhibitors of KCHN2 3.1: Mutant qHTS | AID 720553, 2013 | Potassium voltage-gated channel subfamily H member 2, brain isoform KCNH2 3.1 (human) | U2OS KCNH2 3.1, thallium flux FluxOr; stronger effect = lower value | activity change, % (tested at about 1.8 µM) | 340,000 compounds, 0.95% hits;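 active means maximum activity change below -70%; inconclusive means maximum activity change from -70% to -50%; inactive means maximum activity change above -50%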;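 further: thallium influx rate constant from kinetic fluorescence after stimulation buffer; on the % scale 0 is the no-effect control and ±100 the full control effect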
#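 Normalized rate constant (relative to positive and negative DMSO controls) derived from a 2 min kinetic fluorescence read after stimulation; U2OS cells expressing the 3.1 isoform via virus at 1.77 x 10^8 /mL.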
# * marks the source's active call; other numbers are inactive results; ? = inconclusive; / = no result given; [ ] = remark or other dose. Unless noted, the call rests on the fitted dose curve; in most records, active means well fitted curve in the direction sought with a large enough effect; inconclusive means small, poorly fitted or top-dose-only effect, or another doubt; inactive means no such curve, though single readings can be large; an effect the other way counts as inactive or inconclusive. These rows are one share of the data; the hit share may differ from the screen's.
# Sequence of screens: USP2a inh	TCR activator	hERG WT inh	A-T KAP1 phos	ELG1 DNA repair	TRPV1 agonist	Eya2 inh	TSHR antag	Mito fusion act	KCNH2 3.1 block
> COc1cccc(C(=O)N/N=C(\C)c2cccc(NC(=O)c3ccc(F)cc3)c2)c1OC
    0%	0%	2	31%	?	22	-15%	-22	3%	2
> Cc1cccc(-n2c(SCC(=O)c3c(N)n(C4CC4)c(=O)[nH]c3=O)nnc2N2CCOCC2)c1
    -1%	/	2	-2%	10%	0	-4%	-8	-5%	8
> Cc1ccc(C)c(N=Cc2c(O)c3ccccc3oc2=O)c1
    -1%	/	-11	-1%	0%	14	-4%	10	3%	-11
> CC1CN(C(=O)Nc2cccc(C(F)(F)F)c2)CC(C)O1 (configuration not stated)
    -3%	-2%	/	5%	5%	19	3%	0	5%	-10
> O=C(c1cc2ccccc2o1)N1CCN=C1SCc1cccc(F)c1
    2%	1%	6	-2%	-9%	-3	3%	-10	2%	-18
> COc1cc([N+](=O)[O-])cc2cc(C(=O)N3CCCC3)c(=O)oc12
    7%	20%	0	2%	9%	12	-20%	-4	7%	16
> CCOc1nc2cnccc2n(CC(=O)Nc2ccc(C)c(C)c2)c1=O
    3%	0%	-9	7%	11%	0	0%	5	2%	-12
> COCCCN1C(=O)c2ccc(C(=O)OCC(=O)NCc3cccc(OC)c3)cc2C1=O
    1%	-7%	5	9%	5%	?	3%	27	3%	1
> O=C(CSc1nc2ccccc2c(=O)[nH]1)N1CCN(c2ccccc2)CC1
    -1%	-3%	7	7%	13%	11	-2%	36	-1%	12
> C=C(C)CNC(=S)Nc1cccc(N)n1
    -1%	-2%	5	1%	11%	2	7%	-1	0%	20
> COc1cc(Cl)c([C@@H]2C[C@H]3CN(c4ccccc4)C(=O)[C@]34CCCN24)cc1OC
    0%	-3%	20	-4%[11.5 µM]	-7%	1	-9%	-1	6%	7
> CC1CN(S(=O)(=O)c2cn(C)c(=O)n(C)c2=O)CC(C)O1 (configuration not stated)
    -2%	-4%	4	-7%	0%	5	-2%	11	0%	17
> CCCCN(C(=N)N1CCCCC1)c1nc(C)c([N+](=O)[O-])c(=O)[nH]1
    2%	4%[46.1 µM]	1	3%	4%	7	1%	3	-1%	2
> COc1ccc(C(=O)COC(=O)c2c(C)noc2C)cc1Cl
    3%	-1%	1	0%	5%	/	-6%	-3	/	-1
> COC(=O)c1cn(C(=O)c2cc(Cl)ccc2Cl)c2ccccc12
    1%	/	-2	3%	-26%	0	1%	-9	1%	2
> Cc1nn(-c2ccccc2)c(C)c1/C=N/NC(=O)c1cc(-c2cccc3ccccc23)n[nH]1
    -8%	2%[46.1 µM]	26	-2%	16µM*	-2	1%	-6	?	/
> O=C(COc1ccccc1)Nc1c2c(nn1-c1ccc(F)cc1)CS(=O)(=O)C2
    1%	-6%	4	5%	1%	0	8%	-9	1%	/
> Cn1nnnc1SCC(=O)NCc1ccccc1
    1%	-1%[46.1 µM]	-6	/	2%	-2	-11%	3	-1%	5
> COc1ccc(NS(=O)(=O)c2cc(NC(=O)/C=C/c3ccccc3OC)ccc2N2CCCCC2)cc1
    2%	-2%[46.1 µM]	8	4%	1%	1	17%	-6	2%	-12
> CC(=O)CSc1nnc(-c2ccc(S(=O)(=O)N3CCOCC3)cc2)n1C
    3%	1%	-1	5%	9%	-2	-7%	6	15%	-3
> COc1ccc(CC(=O)OCc2cc3cccc(C)c3[nH]c2=O)cc1
    0%	-11%	9	17%	14%	-6	-8%	12	1%	-31
> O=C1CN(C(=O)c2cccs2)c2ccccc2N1
    2%	-14%	5	6%	-3%	-3	-1%[15.4 µM]	2	-2%	16
> CCCOc1ccc(/C(O)=C2/C(=O)C(=O)N(c3cc(C)on3)C2c2ccc(C(=O)OC)cc2)cc1 (configuration not stated)
    5%	-4%	1	-2%	-13%	1	-9%	-6	-1%	11
> O=S(=O)(c1ccccc1Cl)N1CCCC1c1nc(-c2ccccc2Cl)no1 (configuration not stated)
    0%	/	6	-3%	-17%	15	9%	-7	0%	-1
> COc1ccc(-c2nc(CN3CCCCC3c3nccn3C)c(C)o2)c(C)c1C (configuration not stated)
    0%	-1%	5	4%	?	1	-5%	8	1%	-17
> O=C(CN(Cc1cccs1)C(=O)CNS(=O)(=O)c1ccccc1)NCc1ccco1
    -2%	-3%	18	2%	?	-1	3%	-2	1%	-12
> N#Cc1c(N2CCOCC2)nc(N2CCCCC2)c2c1CCN(C1CCCCC1)C2
    -1%	-10%	1	3%	-18%	6	6%	5	0%	-2
> Cn1nnnc1Sc1ncnc2scc(-c3ccc(C(F)(F)F)cc3)c12
    -1%	5%	/	8%	6.5µM*	7	-5%	6	3%	/
> CCCN(CCC)C(=O)C1CCN(c2cc(C)nc3c(-c4ccc(OC)c(OC)c4)c(C)nn23)CC1
    0%	3%[46.1 µM]	11	1%	6.5µM*	2	-3%	-30	24%	1
> Cc1cc(=O)[nH]c(SCCCOc2ccccc2Cl)n1
    -4%	-2%	-5	3%	3%	3	-9%	18	3%	-10

# Four entries picked at random from the list so far, as already listed:
# Sequence of screens: USP2a inh	TCR activator	hERG WT inh	A-T KAP1 phos	ELG1 DNA repair	TRPV1 agonist	Eya2 inh	TSHR antag	Mito fusion act	KCNH2 3.1 block
> CC(=O)CSc1nnc(-c2ccc(S(=O)(=O)N3CCOCC3)cc2)n1C
    3%	1%	-1	5%	9%	-2	-7%	6	15%	-3
> O=C1CN(C(=O)c2cccs2)c2ccccc2N1
    2%	-14%	5	6%	-3%	-3	-1%[15.4 µM]	2	-2%	16
> O=S(=O)(c1ccccc1Cl)N1CCCC1c1nc(-c2ccccc2Cl)no1 (configuration not stated)
    0%	/	6	-3%	-17%	15	9%	-7	0%	-1
> CCCOc1ccc(/C(O)=C2/C(=O)C(=O)N(c3cc(C)on3)C2c2ccc(C(=O)OC)cc2)cc1 (configuration not stated)
    5%	-4%	1	-2%	-13%	1	-9%	-6	-1%	11

# Copied from the list.
# COc1cccc(C(=O)N/N=C(\C)c2cccc(NC(=O)c3ccc(F)cc3)c2)c1OC in USP2a inh shows 0%
# CCCOc1ccc(/C(O)=C2/C(=O)C(=O)N(c3cc(C)on3)C2c2ccc(C(=O)OC)cc2)cc1 (configuration not stated) in USP2a inh shows 5%

# (list continues)
# Sequence of screens: USP2a inh	TCR activator	hERG WT inh	A-T KAP1 phos	ELG1 DNA repair	TRPV1 agonist	Eya2 inh	TSHR antag	Mito fusion act	KCNH2 3.1 block
> Cc1ccc(Cl)cc1N1CCN(C(=O)CN(C2CCCCC2)S(C)(=O)=O)CC1
    5%	-1%[46.1 µM]	11	5%	18µM*	-7	-26%	-15	17%	2
> CCC(=O)N1CCc2cc(S(=O)(=O)N(CC)c3cccc(C)c3)ccc21
    2%	1%	-3	-2%	-26%	11	7%	-16	4%	-2
> CCCCC1=CC2=CC(=O)C(C)(OC(=O)CC)C(=O)C2=CN1c1ccc(OC)cc1 (configuration not stated)
    5%	1%	3	0%	-2%	1	1%	-1	-18%	-32
> COc1ccccc1C(=O)OC1CCCN(C)C1 (configuration not stated)
    2%	0%	0	0%	-2%	-2	-26%	-2	-4%	4
> O=[N+]([O-])c1ccc(NCCN2CCOCC2)c([N+](=O)[O-])c1
    0%	2%	17	-6%	-2%	-2	1%	9	0%	8
> Cc1cc([N+](=O)[O-])ccc1N=Nc1c(N)[nH]n(-c2ccccc2)c1=O
    1%	-7%	4	1%	4%	4	5%	-6	-2%	-2
> Cc1cccc(C)c1NC(=S)NC1CCCCC1
    2%	-15%[46.1 µM]	-4	-6%	-3%	?	-13%	-1	4%	9
> COc1ccccc1C1C=C(c2ccccc2)Nc2nnnn21 (configuration not stated)
    0%	-1%[46.1 µM]	-10	-2%	1%	3	-11%	-1	8%	7
> COc1ccc(OC)c2c1CCC2=O
    0%	1%[46.1 µM]	-7	-7%	13%	-3	-8%	-2	0%	3
